High-throughput results: PubChem, The Scripps Research Institute Molecular Screening Center
CHO parental Ca = counter-screen: ATP calcium response change in parental CHO cells | parental CHO-K1, ATP-induced calcium, Fluo-8 fluorescence | inhibition, % at 5.6 µM | actives 0.63% (n = 330,000);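 active means inhibition above that plate's mean sample inhibition plus 3 SD, cut at about 26% in these data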;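 further: 0% = ATP-challenged DMSO wells and 100% = DMSO wells without ATP; some compounds past the cut are filed as inactive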
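material = parental CHO cells | also added = ATP as calcium-mobilizing challenge | dosing = single point at 5.6 µM | detection = intracellular calcium via Fluo-8 no-wash fluorescent dye | read-out = % inhibition | benchmarks = low control ATP plus DMSO, high control DMSO only | repeats = one well per compound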
CHRM1 antagonist = antagonists of human M1 muscarinic receptor | actives 1.3% (n = 360,000) | inhibition, % at 3 µM | CHO-K1 hM1, Fluo-8 calcium fluorescence, ACh EC80 antagonist;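 active means percent inhibition above its own plate's cutoff, namely the mean of that plate's compound wells plus 3 SD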;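 further: peak over basal fluorescence ratio during 140 s after agonist addition; 0% = ACh EC80 plus DMSO and 100% = DMSO alone without agonist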
TAAR1 antag = human TAAR1 antagonism; actives 1.5% (n = 360,000); AID 624466; inhibition, % at 3 µM; CHO RD-HGA16 TAAR1, Fluo-8 calcium fluorescence, antagonist;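 active means inhibition above a per-plate cutoff, the mean inhibition of test compounds on that plate plus 3 SD, cut at about 49% in these data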;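 further: 0% = DMSO plus EC80 beta-PEA response and 100% = DMSO alone without agonist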
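Test system: CHO RD-HGA16 cells bearing hTAAR1 | Reagent: β-PEA, EC80 | Compound dosing: 3 µM, single point | Schedule: Dye loading 75 min at 37 °C, then 30 min room temperature | Signal: Calcium fluorescence with Fluo-8 | Evaluation: Percent inhibition of PEA-evoked calcium signal, max/basal emission ratio | Control set: DMSO-only wells and EC80 β-PEA-stimulated wells | Repeats: Singlicate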
OXTR potentiate = potentiators of human oxytocin receptor. CHO-OTR cells, Fluo-8 calcium fluorescence, potentiator mode; 0% = oxytocin EC15, 100% = EC100. activation, % at 3 µM. actives 0.061% (n = 320,000). AID 2445;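 active means activation above that plate's cutoff, the mean activation of tested compounds plus 3 SD, cut at about 6.6% in these data, passing the limit was not always enough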;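 further: 100% uses oxytocin at 75 nM as the full agonist control; some results filed as inactive read as strong as hits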
Target sequence (P30559 whole entry, looked up): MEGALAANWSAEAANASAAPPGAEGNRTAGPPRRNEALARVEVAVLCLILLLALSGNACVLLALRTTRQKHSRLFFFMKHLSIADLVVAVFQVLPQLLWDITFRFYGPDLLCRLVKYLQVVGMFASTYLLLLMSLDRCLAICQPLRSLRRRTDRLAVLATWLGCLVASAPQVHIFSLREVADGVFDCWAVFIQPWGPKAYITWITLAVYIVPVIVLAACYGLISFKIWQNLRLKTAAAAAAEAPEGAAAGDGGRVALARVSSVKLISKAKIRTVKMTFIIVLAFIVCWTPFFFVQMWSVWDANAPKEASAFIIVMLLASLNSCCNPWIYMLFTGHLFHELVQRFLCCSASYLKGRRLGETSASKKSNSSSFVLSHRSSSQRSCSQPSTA
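Assay system: CHO cell line stably expressing human OTR | Also added: Oxytocin at about EC15, sub-maximal agonist stimulus | Times: Compound 6 min at room temperature before oxytocin, 100 s read | Measured by: Fluo-8 intracellular calcium fluorescence, ex 470-495, em 515-575 nm | Controls: EC15 oxytocin alone as 0%, 75 nM oxytocin as 100%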
TAAR1 agonist = human TAAR1 agonism | CHO RD-HGA16 TAAR1, Fluo-8 calcium fluorescence; vehicle wells 0%, saturating PEA agonist 100% | actives 0.99% (n = 360,000) | Q96RJ0 | activation, % at 3 µM;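 active means activation above the mean activation of all test compounds in the run plus 3 SD, cut at about 38% in these data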
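Test system: RD-HGA16 (CHO) cells co-expressing Gα16 and hTAAR1 / Benchmarks: DMSO vehicle as 0%, PEA at EC100 as 100% / Repeats: no replicates (n 1) / Measure: % activation from peak over basal fluorescence ratio, DMSO-to-PEA scaled / Timing: 17-24 h plating, Fluo-8 75 min 37 °C, 30 min RT / Technique: kinetic Fluo-8 calcium fluorescence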
OXTR agonist = human OXTR agonism | P30559 | CHO-OTR cells, Fluo-8 calcium fluorescence; normalized: DMSO 0%, oxytocin 100% | activation, % at 3 µM | actives 0.32% (n = 320,000);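 active means activation above the mean of all tested compounds plus 3 SD, cutoff set per screening run, cut at about 20% in these data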;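 further: peak over basal fluorescence ratio from a 100 s FLIPR kinetic read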
V1aR counter = activates human V1a receptor in oxytocin agonist counter-screen | CHO-V1R cells, Fluo-8 calcium fluorescence, agonist mode; 0% DMSO, 100% 3 nM vasopressin | P37288 | activation, % at 3 µM | actives 0.25% (n = 320,000);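 active means activation above the mean activation of all tested compounds plus 3 SD, per screening run, cut at about 20% in these data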;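 further: signal is peak over basal fluorescence ratio across a 100 second FLIPR read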
Target sequence (P37288 whole entry, looked up): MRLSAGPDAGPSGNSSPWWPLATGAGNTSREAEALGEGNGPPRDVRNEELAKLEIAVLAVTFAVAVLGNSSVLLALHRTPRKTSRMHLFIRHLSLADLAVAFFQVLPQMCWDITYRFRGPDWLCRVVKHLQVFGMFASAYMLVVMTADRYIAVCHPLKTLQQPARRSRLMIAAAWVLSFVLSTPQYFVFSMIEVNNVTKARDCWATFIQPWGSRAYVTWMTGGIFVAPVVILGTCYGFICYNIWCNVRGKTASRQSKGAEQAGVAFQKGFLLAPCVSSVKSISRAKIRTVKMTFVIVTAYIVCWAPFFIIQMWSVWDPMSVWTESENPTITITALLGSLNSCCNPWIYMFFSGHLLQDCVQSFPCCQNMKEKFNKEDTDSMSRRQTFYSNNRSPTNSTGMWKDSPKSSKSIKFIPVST
CHRM1 PAM = human CHRM1 positive allosteric modulation | P11229 | CHO-K1 hM1, Fluo-8 calcium fluorescence, ACh EC20; 0% = ACh EC20, 100% = maximal ACh | activation, % at 3 µM | actives 0.088% (n = 360,000) | AID 588819; in the data active means activation above about 19%, passing the limit was not always enough
M1 ag = human M1 muscarinic receptor agonism; P11229; actives 0.33% (n = 360,000); AID 588814; CHO-K1 hM1, Fluo-8 calcium fluorescence, agonist mode; 0% DMSO, 100% acetylcholine EC100; activation, % at 3 µM;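 active means activation above the run's mean compound activation plus 3 SD, cut at about 16% in these data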;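 further: peak over basal fluorescence ratio within a 140 s kinetic read after compound addition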
* = called active by the depositor; . = no result given.

SMILES	CHO parental Ca	CHRM1 antagonist	TAAR1 antag	OXTR potentiate	TAAR1 agonist	OXTR agonist	V1aR counter	CHRM1 PAM	M1 ag
COc1ccc(C(NC(=O)C2CCN(Cc3cc(OC)cc(OC)c3)CC2)c2ccccn2)cc1 (stereo not drawn)	.	-7	-14	.	3	.	.	4	-3
CCOC(=O)Cn1nnc(-c2cccc(OC)c2)n1	2	-8	0	-4	-3	-0.9	0.4	3	-2
Cc1ccc(C)c2[nH]c(=O)c(CCNC(=O)c3ccc(S(=O)(=O)N4CCOCC4)cc3)cc12	-18	-16	-17	-14	5	0.6	2.6	-5	-5
CC(=O)Nc1ccc(C=NNC(=O)c2ccc(NS(=O)(=O)c3cccs3)cc2)cc1	-2	-13	4	-1	-1	0.0	0.1	3	-7
CCN(CC)C(=O)C12CC3CC(CC(Br)(C3)C1)C2	-4	-1	10	-5	1	-2.0	-1.0	8	-2
CCCCC(=O)Nc1ccnc(-c2cccnc2)n1	4	-3	-18	-7	6	2.3	2.6	-1	-2
Cc1ccc(Oc2ncccc2/C=N/OCc2ccc(Cl)c(Cl)c2)cc1	-17	-13	43	-14	13	0.0	1.2	6	-3
CC(C)(C)C1CCC(C(=O)NCC(c2cccs2)N2CCOCC2)CC1 (stereo not drawn)	-11	-11	24	-11	-2	-1.5	0.2	10	-2
COC(=O)c1ccc(/C=C/c2ccc3cccc(OC(C)=O)c3n2)cc1	-8	0	3	-3	2	-1.5	0.7	3	-8
CCOc1ccccc1NC(=O)CSc1nnnn1C1CCCC1	-6	1	-16	-16	1	-1.2	-1.0	5	-3
Cc1c(Br)c([N+](=O)[O-])nn1CC(=O)NCc1ccccc1	-21	-9	5	-6	-4	-0.4	-1.5	7	-5
CCOc1ccccc1NC=C1C(=O)OC(C)(C)OC1=O	-9	-9	3	6	6	-0.1	-0.4	8	-1
Cc1c(CCC(=O)O)c(=O)oc2cc(OCc3ccccc3F)ccc12	-4	-14	0	-11	2	2.0	2.7	13	-4
COc1cc(OC)cc(C(=O)N2CCN(C(=O)c3cccs3)CC2)c1	-10	-8	-6	-5	4	0.0	2.1	2	-4
CC(C)Oc1c(Br)cc(Br)cc1/C=N/NC(N)=S	-22	1	6	-12	1	-1.1	-0.9	5	-6
COc1cc(N=c2ssnc2Cl)cc(OC)c1	-6	1	24	-3	27	0.0	0.2	-1	-1
COc1cc(OC)c(C2N(c3cc(C)on3)C(=O)C3CCCN32)cc1OC (stereo not drawn)	-2	-2	-2	-8	5	-0.7	-0.2	2	-4
O=C(NCC1CCCO1)c1cccc(S(=O)(=O)Nc2ccccc2Cl)c1 (stereo not drawn)	.	-17	-7	.	1	.	.	8	-2
COc1ccc2nc(NC(=S)N(C)C)sc2c1	-15	-10	-16	-7	1	-0.3	-0.2	11	-3
CCN(CC)CCCNc1cc(C(F)(F)F)c(C#N)c2nc3ccccc3n12	-14	-18	4	-16	0	0.9	1.4	5	-9
O=C(Nc1ccc(F)cc1F)N1CCN(C(=O)c2ccco2)CC1	-8	-14	6	-2	4	0.3	0.0	10	-1
O=C(CN1CCCCCCC1)N/N=C/c1ccc(F)c(F)c1	-10	-11	7	-7	1	-0.3	0.2	6	-9
CCC(=O)Nc1cc(C)c(NC(=O)C23CC4CC(CC(C4)C2)C3)cn1	-4	8	13	-5	0	3.1	0.4	-6	-2
COc1cccc(OC)c1C(=O)Nc1cccc(-c2ccc(N3CCOCC3)nn2)c1	6	-10	4	-1	4	1.2	0.7	13	4
CCOc1ccccc1Cn1c(=O)oc2ccc(C)cc21	-7	-6	-7	-11	1	-1.9	-0.9	-2	-7
C/C(=N\NC(=O)CC(C)C)c1ccc(Cl)c(Cl)c1	-8	-26	-1	-7	-2	-1.2	-0.7	6	-2
O=C(O)CCCNS(=O)(=O)Cc1ccccc1	-6	-2	9	-5	9	0.5	0.8	2	-7
COC(=O)c1sc(NC(=O)c2ccc3c(c2)OCO3)c(C#N)c1C	.	-19	2	.	14	.	.	13	-4
COc1ccc(C(=O)NCc2c(CC(C)C)oc(C)c2C(=O)O)cc1	-2	3	12	-6	2	-0.1	0.0	4	0
CC(=O)c1sc(-c2ccccc2)nc1C	-1	-14	9	0	12	-0.5	-1.3	4	-4
CC(=O)Nc1c(Cl)cnn(-c2ccccc2)c1=O	-7	-14	-17	6	3	0.1	-0.9	10	-2
CCS(=O)(=O)NC(C)C(c1cccs1)N1CCN(c2ccc(F)cc2)CC1 (stereo not drawn)	-12	-15	0	-6	2	0.2	0.1	10	-4
CCCc1nc(SCc2cccnc2)c2c(=O)n(C)c(=O)n(C)c2n1	-6	-5	0	1	1	-3.4	-0.8	-5	-9
O=C1N[C@H](C(=O)O)CS1	-4	.	.	3	.	-0.6	0.4	.	.
CCOc1ccccc1N(C(=O)c1ccccc1Cl)C1=NC(C)(C)CS1	-30	-12	-29	-3	6	-2.5	-1.6	9	-7
CCOC(=O)CCC(=O)NCc1ccc2[nH]c(C)cc2c1	-5	-12	14	-3	12	1.4	0.9	14	-1
COc1cccc(Nc2ncnc3ccc(Br)cc23)c1	.	0	-40	.	1	.	.	-4	-6
COc1cccc(C(=O)CN2CCN(S(=O)(=O)c3cccc([N+](=O)[O-])c3)CC2)c1	-21	-3	12	-4	-2	0.0	0.7	1	-5
Cc1ccc(S(=O)(=O)N(C)CC(=O)O/N=C(\N)c2cccc([N+](=O)[O-])c2)cc1	4	-2	3	-21	9	3.3	4.6	-1	-3
COC(=O)c1ccc(/C=C/c2c(-c3ccsc3)oc3ccc(N4CCOCC4)cc23)cc1	11	-8	1	-1	0	1.4	1.8	5	-5
COc1ccc(S(=O)(=O)N2CCCCCC2)cc1C(=O)N(C)CC(=O)Nc1ccc(Cl)c(Cl)c1	-12	-21	7	-6	4	0.2	0.1	9	-5
O=C(N/N=C/c1c[nH]c2ccccc12)C1CC1c1ccccc1 (stereo not drawn)	-1	-5	18	-10	7	7.5	3.2	12	-5
Nc1ccc(C2(c3ccc(N)cc3)C(=O)Nc3ccccc32)cc1	-7	-11	3	-2	0	0.3	0.0	7	-11
CCC(C)(C)n1nnnc1C(c1ccccc1OC)N1CCN(C(=O)c2ccco2)CC1 (stereo not drawn)	-20	-3	-1	0	3	-0.2	2.0	8	-4
CCOC(=O)c1c(NC(NC(C)=O)C(Cl)(Cl)Cl)sc(C(C)=O)c1C (stereo not drawn)	-24	5	-12	0	6	-2.2	-0.9	1	-4
O=C(NNCc1ccc(O)cc1)c1ccccc1Cl	-7	-8	-3	-1	1	1.5	1.1	3	0
Cc1c(C)n(Cc2ccc(F)cc2)c2ccc(C(=O)N3CCN(c4ccccn4)CC3)cc12	-16	1	15	-11	1	-2.0	-0.4	-3	-4
Cc1ccc(S(=O)(=O)N2CCCCC2)cc1NC(=O)CSc1ccc2c(c1)OCCO2	-16	-6	-14	-5	0	-1.7	1.0	1	-7
CC(C)OC(=O)NC(C)(C)COC(=O)Nc1cccc(Cl)c1	35*	8	4	-9	9	0.3	8.7	-1	-2
Fc1ccc(NC(=S)NN=C2CCCCCC2)cc1	4	7	3	-7	8	-1.0	0.1	-2	-5
CCc1c(C)sc(NC(=O)c2ccoc2C)c1C(N)=O	-19	11	-15	0	1	-1.8	-1.0	-5	-2
CN(C)C(=O)CCc1nc2sc3c(c2c(=O)[nH]1)CCCC3	-6	-8	17	1	11	1.4	-0.1	4	-2
CCOc1ccc(CCNC(=O)CS(=O)(=O)Cc2nc(-c3cccc(OC)c3)oc2C)cc1	-19	-7	-2	-14	24	4.5	7.4	13	7
NC(=O)c1cccnc1Nc1cccc(F)c1	13	-9	-5	-4	7	1.3	0.2	16	3
CC(=O)N(CCCN1CCOCC1)Cc1ccncc1	7	-11	-10	-7	6	0.2	0.6	5	-3
CC(NS(=O)(=O)c1ccc(CCC(=O)NCc2cccnc2)cc1)c1ccccc1 (stereo not drawn)	1	-5	3	0	13	-0.1	-0.5	4	-4
Cc1cc(C(F)(F)F)nn1CC(=O)NNC(=S)Nc1cccc(Cl)c1	-20	-3	4	-3	3	-0.6	0.6	3	-2
CCOc1ccccc1Nc1cc(C)nc2nnnn12	-8	-7	-19	-1	5	-1.4	0.8	8	-10
COc1ccc(C(=O)CN2C(=O)NC3(CCCCC3)C2=O)cc1OC	-12	-1	8	-21	11	0.0	-0.7	10	-2
CCCCN(C(=O)c1ccc(C)o1)c1c(N)n(CCCC)c(=O)[nH]c1=O	7	-10	-7	1	0	0.6	-0.4	7	-5
(further entries)
SMILES	CHO parental Ca	CHRM1 antagonist	TAAR1 antag	OXTR potentiate	TAAR1 agonist	OXTR agonist	V1aR counter	CHRM1 PAM	M1 ag
Cc1ccc(-n2ccc(=O)c(C(=O)Nc3ccc(S(=O)(=O)Nc4nccs4)cc3)n2)cc1	-9	14	-6	-4	3	-0.7	2.0	-4	-4
N=C1CCCN1CC(=O)c1ccc(Br)cc1	7	1	-5	-3	1	-0.4	0.3	-2	-10
O=C1c2ccccc2CCc2ccccc21	.	-17	-2	.	2	.	.	9	-5
Nc1ccn(C2OC(CCl)C(O)C2O)c(=O)n1 (stereo not drawn)	.	-5	-16	.	7	.	.	4	-2
Cc1c(OC(C)C(=O)NCC(O)c2ccccc2)ccc2c3c(c(=O)oc12)CCCC3 (stereo not drawn)	-29	-9	13	-12	3	3.7	4.7	7	-1
CC(=O)Nc1ccc(NC(=O)C(C)OC(=O)/C=C/c2cn(-c3ccccc3)nc2-c2cccnc2)cc1 (stereo not drawn)	-14	1	21	-2	1	-1.0	-0.1	6	-13
CN(C)CCSc1nc(-c2ccccc2)nc2c1CCC2	-12	-9	-6	-10	9	0.9	1.1	9	-8
CN(CC(=O)Nc1ccc(F)cc1)C(=O)COC(=O)/C=C/c1ccccc1[N+](=O)[O-]	-14	-9	-35	-4	5	0.3	1.0	12	-1

Given bar-delimited: part of the list above
mol | CHO parental Ca | CHRM1 antagonist | TAAR1 antag | OXTR potentiate | TAAR1 agonist | OXTR agonist | V1aR counter | CHRM1 PAM | M1 ag
CN(C)CCSc1nc(-c2ccccc2)nc2c1CCC2 | -12 | -9 | -6 | -10 | 9 | 0.9 | 1.1 | 9 | -8
CN(CC(=O)Nc1ccc(F)cc1)C(=O)COC(=O)/C=C/c1ccccc1[N+](=O)[O-] | -14 | -9 | -35 | -4 | 5 | 0.3 | 1.0 | 12 | -1
